Screens: PubChem, several laboratories
MT1-MMP act inh: inhibitors of human MT1-MMP activation; HT1080 RFP-PRO-GFP cells, GFP/RFP ratio fluorescence, overnight; percent of plate control window, DMSO zero; GFP/RFP ratio change, % at 20 µM; 360,000 compounds, 0.061% hits;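 active = GFP/RFP ratio change of at least 30% with cell ATP level not reduced by more than half and red fluorescence within 50% of control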; also: strong numbers were not always called active
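Assay system: HT1080 cells carrying an RFP-PRO-GFP reporter | Dosing: Single dose of 20 µM compound, 1% DMSO final | Incubation: Cells overnight before dosing, compound overnight, 37 °C, 5% CO2 | Evaluation: GFP/RFP fluorescence ratio | Control set: DMSO and RFP-L50D-GFP cell wells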
Rin1 Abl inh: blocks binding of human Rin1 to Abl; P00519+Q13671; TR-FRET Rin1/Abl binding, biochemical; inhibition, % at 7.35 µM; 360,000 compounds, 0.4% hits; AID 588664; in the data active = inhibition above about 5%, passing the limit was not always enough
CSN inh: CSN deneddylation inhibition | Q92905 | Purified CSN, SCF-Nedd8-OG deneddylation, fluorescence polarization | inhibition, % at 12.5 µM | 360,000 compounds, 0.38% hits;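 active = pattern-corrected inhibition above about 35%, with an unprinted fluorescence ratio check between 0.5 and 1.5, limit read from the data, passing the limit was not always enough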;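 also: 0% = enzyme with substrate and 100% = substrate without enzyme; some results filed as inactive read as strong as hits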
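Test system: purified human Csn5 enzyme expressed in HEK293T cells. Amount: 0.24 nM enzyme. Reagent: SCFSkp2-Nedd8OG substrate at 10 nM final. Schedule: 90 min incubation of compound, enzyme and substrate at room temperature. Detection: fluorescence polarization. Read-out: % inhibition of substrate cleavage by Csn5.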
Rpn11 inh: Rpn11 (human) deubiquitinase inhibition | O00487 | human 26S proteasome, Ub4-pepOG fluorescence polarization; 20S core pre-blocked with epoxomicin | calls only at 20 µM | 360,000 compounds, 0.59% hits | AID 588493;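 active = inhibition at 20 µM, scaled to each plate's controls, above about 33%, limit read from the data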
E coli Lon inh: inhibits E. coli Lon protease. P0A9M0. purified E. coli Lon protease, fluorescence polarization. inhibition, % at 7.94 µM. 360,000 compounds, 0.42% hits. AID 602123; in the data active = inhibition above about 13%, passing the limit was not always enough;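 also: 0% = enzyme with probe and DMSO and 100% = no enzyme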
MLLE-PAM2 inh: blocks PAM2 peptide binding to the PABP1 MLLE domain. inhibition, % at 20 µM. P11940. GST-MLLE / FITC-PAM2 fluorescence polarization. 360,000 compounds, 0.36% hits; in the data active = inhibition above about 35%, passing the limit was not always enough;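 also: plate controls were DMSO wells with GST-MLLE for no effect and wells lacking GST-MLLE protein for full effect; some results filed as inactive read as strong as hits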
FAS TE block: blocks the thioesterase domain of human fatty acid synthase. P49327. recombinant FAS-TE, OMFH fluorogenic substrate, fluorescence endpoint. inhibition, % at 15 µM. 360,000 compounds, 0.67% hits. AID 602261;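 active = compounds whose normalised, plate-corrected inhibition of enzyme fluorescence in the single-dose primary screen is 50% or more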;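 also: 0% = DMSO with enzyme and 100% = substrate without enzyme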
Target sequence (P49327 whole entry, looked up, the tested form may be a part): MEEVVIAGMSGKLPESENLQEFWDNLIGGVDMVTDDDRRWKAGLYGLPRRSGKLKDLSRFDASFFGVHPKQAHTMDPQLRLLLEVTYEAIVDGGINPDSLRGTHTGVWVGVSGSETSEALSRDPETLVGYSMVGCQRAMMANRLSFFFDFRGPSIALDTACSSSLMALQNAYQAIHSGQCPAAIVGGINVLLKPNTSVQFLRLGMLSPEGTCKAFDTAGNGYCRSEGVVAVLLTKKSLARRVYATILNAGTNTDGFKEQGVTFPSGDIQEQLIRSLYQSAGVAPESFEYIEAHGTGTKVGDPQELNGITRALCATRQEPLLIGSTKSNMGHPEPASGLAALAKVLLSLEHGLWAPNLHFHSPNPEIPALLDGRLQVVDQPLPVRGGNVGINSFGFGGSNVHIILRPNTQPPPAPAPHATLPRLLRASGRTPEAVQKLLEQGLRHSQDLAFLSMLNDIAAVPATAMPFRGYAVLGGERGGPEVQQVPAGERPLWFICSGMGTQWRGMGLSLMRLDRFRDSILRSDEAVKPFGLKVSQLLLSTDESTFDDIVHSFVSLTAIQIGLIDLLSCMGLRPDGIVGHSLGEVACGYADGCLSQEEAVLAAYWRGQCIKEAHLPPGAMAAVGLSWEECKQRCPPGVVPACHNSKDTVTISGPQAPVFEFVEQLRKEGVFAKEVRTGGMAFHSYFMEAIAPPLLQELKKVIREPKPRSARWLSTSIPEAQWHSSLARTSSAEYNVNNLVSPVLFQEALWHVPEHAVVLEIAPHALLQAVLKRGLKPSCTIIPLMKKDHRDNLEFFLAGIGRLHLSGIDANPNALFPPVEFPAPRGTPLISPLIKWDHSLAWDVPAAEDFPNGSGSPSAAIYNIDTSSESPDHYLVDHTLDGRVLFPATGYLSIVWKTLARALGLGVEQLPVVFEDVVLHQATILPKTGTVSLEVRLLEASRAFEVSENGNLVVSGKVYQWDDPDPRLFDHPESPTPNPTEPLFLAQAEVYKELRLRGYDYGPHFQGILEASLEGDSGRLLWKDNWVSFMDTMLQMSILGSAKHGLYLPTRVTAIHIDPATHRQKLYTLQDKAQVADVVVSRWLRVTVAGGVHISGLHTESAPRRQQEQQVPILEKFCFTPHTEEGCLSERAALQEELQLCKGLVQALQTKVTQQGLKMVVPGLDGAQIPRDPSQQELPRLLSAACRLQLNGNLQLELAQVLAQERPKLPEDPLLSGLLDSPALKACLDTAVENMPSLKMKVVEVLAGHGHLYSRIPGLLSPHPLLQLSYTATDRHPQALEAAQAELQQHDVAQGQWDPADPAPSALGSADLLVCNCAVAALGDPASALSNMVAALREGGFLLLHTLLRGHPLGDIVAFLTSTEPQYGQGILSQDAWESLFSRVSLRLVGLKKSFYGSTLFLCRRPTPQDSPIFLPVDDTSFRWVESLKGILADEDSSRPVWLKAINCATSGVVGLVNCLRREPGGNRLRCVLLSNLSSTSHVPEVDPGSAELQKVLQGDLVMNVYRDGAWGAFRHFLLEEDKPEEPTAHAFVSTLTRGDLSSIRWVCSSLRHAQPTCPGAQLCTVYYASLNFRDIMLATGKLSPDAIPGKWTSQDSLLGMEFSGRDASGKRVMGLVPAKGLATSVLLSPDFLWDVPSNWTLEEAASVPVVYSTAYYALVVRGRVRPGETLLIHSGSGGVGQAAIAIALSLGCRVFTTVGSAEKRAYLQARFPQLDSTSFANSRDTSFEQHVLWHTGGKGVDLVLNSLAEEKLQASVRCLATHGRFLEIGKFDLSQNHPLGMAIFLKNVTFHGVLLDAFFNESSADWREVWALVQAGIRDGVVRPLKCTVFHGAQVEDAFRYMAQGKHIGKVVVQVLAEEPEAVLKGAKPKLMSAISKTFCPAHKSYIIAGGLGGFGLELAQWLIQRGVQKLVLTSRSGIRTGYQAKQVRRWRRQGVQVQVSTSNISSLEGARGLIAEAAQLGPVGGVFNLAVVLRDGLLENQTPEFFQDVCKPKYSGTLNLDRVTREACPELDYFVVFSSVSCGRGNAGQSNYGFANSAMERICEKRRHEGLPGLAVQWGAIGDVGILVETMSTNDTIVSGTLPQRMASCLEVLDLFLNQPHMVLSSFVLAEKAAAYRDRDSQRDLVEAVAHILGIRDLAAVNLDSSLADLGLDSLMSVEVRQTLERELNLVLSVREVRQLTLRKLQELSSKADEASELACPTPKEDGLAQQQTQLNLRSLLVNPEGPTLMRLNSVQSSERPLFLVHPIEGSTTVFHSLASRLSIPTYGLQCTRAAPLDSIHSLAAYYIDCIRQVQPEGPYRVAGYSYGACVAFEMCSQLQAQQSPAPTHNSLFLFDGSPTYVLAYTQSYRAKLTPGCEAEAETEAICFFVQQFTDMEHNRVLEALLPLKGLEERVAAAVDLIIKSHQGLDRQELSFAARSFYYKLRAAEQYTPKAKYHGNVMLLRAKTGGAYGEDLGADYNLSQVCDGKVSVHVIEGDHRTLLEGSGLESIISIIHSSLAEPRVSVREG
bovine MsrA act: activates bovine MsrA enzyme | purified bovine MsrA, absorbance read-out | activation, % at 10.6 µM | 360,000 compounds, 0.3% hits; in the data active = activation above about 7.5%;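 also: 0% = vehicle and 100% = reference activator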
MsrA inh: inhibitors of bovine MsrA | purified bovine MsrA, absorbance read-out | inhibition, % at 15.5 µM | 360,000 compounds, 0.75% hits | AID 651718; in the data active = inhibition above about 4.5%;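 also: 0% = vehicle wells with enzyme and 100% = reference inhibitor wells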
Starred values were filed as active, the others as inactive; i = inactive; + = active, no number.

Order of results – MT1-MMP act inh	Rin1 Abl inh	CSN inh	Rpn11 inh	E coli Lon inh	MLLE-PAM2 inh	FAS TE block	bovine MsrA act	MsrA inh
COc1ccc(-c2cc(=O)oc3c(C)c(OCC(=O)NCC4CCC(C(=O)O)CC4)ccc23)cc1 (configuration not stated)
  0.9	-2.9	-0.1	i	-7.0	-3.5	-5.8	-1.4	2.4
COc1ccc(S(=O)(=O)N(C)C)cc1NC(=O)CSc1ncccn1
  -2.5	1.9	0.3	i	0.4	-13.7	-7.2	-8.8	0.2
CC(C)C(=O)NS(=O)(=O)c1ccc(NS(C)(=O)=O)cc1
  1.4	-2.8	1.3	i	-5.9	5.3	-4.9	-3.9	-0.7
CC(C)(C)c1ccc(NC(=O)C2=CN3CCS(=O)(=O)N=C3C=C2)cc1
  5.0	1.4	-2.7	i	-9.1	-97.5	-8.6	-2.0	1.0
COc1ccc(NC(=O)c2ccc3c(c2)OCO3)cc1S(=O)(=O)N1CCOCC1
  6.5	0.8	-2.2	i	-6.9	-2.3	-6.4	-0.6	-0.5
CC(CN1CCN(C)CC1)OC(=O)c1ccccc1 (configuration not stated)
  -0.3	2.7	-4.1	i	-5.7	5.8	-6.2	0.5	0.8
NC(=O)N1CC(O)CC1C(=O)Nc1ccc(Cl)c(Cl)c1 (configuration not stated)
  8.1	-1.3	-0.3	i	-9.3	-9.7	-3.4	-3.2	1.1
COc1ccc(C(=O)/C=C/c2cccc(OCc3ccccc3)c2)cc1CSCC(=O)O
  2.2	-1.9	29.4	i	-7.0	-7.9	1.2	-7.7	1.9
CSCC[C@H](NC(=O)N1CCn2c1nc1ccccc12)C(=O)NCc1ccc(F)cc1
  9.3	1.8	-0.9	i	4.1	7.0	9.9	-1.2	-0.6
COc1ccc(C(=O)Nc2cccnc2Sc2ccc(Cl)cc2)cc1
  0.1	2.7	-3.4	i	3.9	-10.2	7.7	-1.6	-0.2
CC(C)n1nnnc1SCC(=O)NCCc1ccccc1
  3.7	-0.9	2.0	i	-8.8	7.5	-5.4	-13.4	-0.9
Cc1c(N)c(=O)n(-c2ccccc2)n1C
  1.4	-2.3	1.0	i	-0.3	3.9	0.7	2.2	0.2
CC[N+](CC)(CC)CCOc1ccc(/C=C/c2ccccc2)cc1
  -5.4	-5.5	-6.2	i	3.6	-120.5	-2.0	0.8	0.3
Cc1ccccc1-n1nnnc1SCc1cc(=O)n2ccsc2n1
  -4.6	-2.1	1.8	i	16.1	-9.6	-3.8	-2.2	0.6
CN(C(=O)c1ccccc1)c1nccnc1C#N
  1.2	-2.0	-1.8	i	5.5	12.8	-8.3	-8.0	-0.7
CN(C)c1ccc(C2(c3ccc(N(C)C)cc3)OC(=O)c3cc(N)ccc32)cc1
  0.9	-2.6	1.7	i	-2.9	4.2	18.1	-0.7	-0.6
O=C(C1CCCCCC1)N1CC[C@@H](N2CCC(O)CC2)[C@H](O)C1
  -1.4	-1.5	3.7	i	-1.0	26.4	-0.1	-4.0	0.1
COc1ccc(CCNC(=O)CN(c2ccccc2)S(C)(=O)=O)cc1
  -2.5	2.4	-18.7	i	-2.2	22.7	-1.4	2.0	-0.8
Cc1ccc(S(=O)(=O)N(Cc2cc3ccccc3[nH]c2=O)c2cccc(C)c2)cc1
  -1.0	0.7	0.8	i	-6.6	-5.3	12.3	-4.1	1.2
Cc1ccc(S(=O)(=O)N2CCN(c3ncnc4c3cnn4-c3ccccc3)CC2)cc1
  1.2	0.8	-2.0	i	-0.4	-6.8	16.7	5.0	0.6
Cc1cnc(NS(=O)(=O)c2ccc(N)cc2)nc1-c1ccccc1O
  -3.6	5.1	4.3	i	6.6	5.7	-4.9	-14.1	1.4
COc1ccccc1Oc1nc(C)c(C(C)=O)cc1C#N
  5.1	1.3	-9.3	i	-0.3	-6.5	-2.1	-8.3	0.3
c1ccc(Oc2nc(-c3ccccn3)nc3ccccc23)cc1
  -4.4	-2.3	-0.1	i	-3.0	-7.3	2.7	-3.4	1.0
O=C(c1ccco1)N1CCN(C(=O)c2cccc3c2C(=O)N(C2CCCCC2)C3)CC1
  3.2	1.8	-6.4	i	5.1	14.7	-12.5	-3.5	-0.9
CCOc1ccc(NC(=O)C2CCN(S(=O)(=O)c3c(C)noc3C)CC2)cc1
  -2.7	0.9	-1.2	i	3.9	3.6	0.5	-2.0	0.4
COc1ccc2c(C(=O)NCc3ccc4c(c3)OCO4)c(-c3ccc(S(C)(=O)=O)cc3)sc2c1
  5.7	0.3	-5.7	i	-2.4	3.6	-4.8	-12.2	0.8
Cc1cn[nH]c1
  0.3	-1.9	-4.6	i	1.0	1.9	-1.1	-3.5	0.1
CCN(CC)C(=O)N1CCN(c2c([N+](=O)[O-])c(=O)oc3ccccc23)CC1
  0.6	0.1	-3.5	i	3.5	14.6	14.2	-2.0	0.0
Cn1nnnc1SCC(=O)NNC(=O)c1ccc(Cl)cc1
  2.8	-0.1	-0.1	i	12.0	1.7	-8.6	-1.1	0.3
NS(=O)(=O)c1ccc(NC(=O)CSc2nnc(NC3CC3)s2)cc1
  -0.5	-0.8	12.5	i	-15.7	3.9	-3.4	-1.6	-0.7
CC(OCC(O)CN1CCN(S(=O)(=O)c2ccc(Cl)cc2)CC1)c1ccc(Cl)cc1 (configuration not stated)
  -5.1	0.8	-5.7	i	-3.5	9.2	17.9	-2.7	0.6
Cc1ccc(/C=N/NC(=O)c2cc(C3CC3)nc3ccccc23)o1
  4.2	3.5	-2.9	i	-0.2	1.5	-7.7	-0.9	-0.1
CCCCC(=O)Nc1cc(OC)c(NC(=S)Nc2ccc(OC)cc2)cc1OC
  3.7	3.2	-6.8	i	7.0	14.6	1.8	-3.7	1.4
CNc1sc(C(=O)c2ccc(F)cc2)c(N)c1-c1nc2ccccc2s1
  10.3	-9.2	6.6	i	-8.2	38.8	18.0	-2.3	0.8
Cc1ccc(C)c(OCc2cc(C(=O)N3CCN(C4CCCCC4)CC3)no2)c1
  -4.6	1.9	8.3	i	-7.9	8.2	7.9	-2.2	0.3
CC(=O)c1cnc2nc(SCc3ccccc3)nn2c1C
  -0.2	0.7	1.3	i	1.4	-2.6	2.4	-0.8	0.4
Cc1ccc(-c2nn(-c3ccccc3)cc2C(=O)NCCCN2CCOCC2)cc1
  1.0	0.7	1.3	i	-4.3	6.6	-4.6	0.0	-0.3
COc1cccc(-c2cc3c(=O)n(-c4ccccc4)c(=S)[nH]c3s2)c1
  9.3	-91.7	-9.1	i	2.7	15.0	-5.1	-2.1	2.7
COCCN=C1Sc2nc3c(C)cccc3cc2CN1Cc1ccco1
  -1.7	-4.2	4.0	i	1.5	6.1	21.0	-2.7	1.6
CCn1c(=O)c([N+](=O)[O-])c(N2CCOCC2)c2ccccc21
  1.0	4.5	0.5	i	-4.3	-6.1	-1.5	-4.4	-0.7

Whole records, quoted from the list.
COc1ccc(C(=O)Nc2cccnc2Sc2ccc(Cl)cc2)cc1 as listed: MT1-MMP act inh: 0.1; Rin1 Abl inh: 2.7; CSN inh: -3.4; Rpn11 inh: i; E coli Lon inh: 3.9; MLLE-PAM2 inh: -10.2; FAS TE block: 7.7; bovine MsrA act: -1.6; MsrA inh: -0.2
CCOc1ccc(NC(=O)C2CCN(S(=O)(=O)c3c(C)noc3C)CC2)cc1 as listed: MT1-MMP act inh: -2.7; Rin1 Abl inh: 0.9; CSN inh: -1.2; Rpn11 inh: i; E coli Lon inh: 3.9; MLLE-PAM2 inh: 3.6; FAS TE block: 0.5; bovine MsrA act: -2.0; MsrA inh: 0.4

(further entries)
Order of results – MT1-MMP act inh	Rin1 Abl inh	CSN inh	Rpn11 inh	E coli Lon inh	MLLE-PAM2 inh	FAS TE block	bovine MsrA act	MsrA inh
Cc1cc2c(cc1S(=O)(=O)NCc1ccc(Cl)cc1)OCC(=O)N2
  -2.5	1.8	1.4	i	1.6	-5.0	-1.5	-3.6	0.2
CC(C)CC(N)c1csc(Nc2cc(Oc3ccccc3)ncn2)n1 (configuration not stated)
  -7.9	0.4	1.4	i	2.2	12.0	-6.8	-1.2	-1.2
CNS(=O)(=O)c1ccc(C(=O)NCC(=O)NC(C)c2cccs2)cc1 (configuration not stated)
  1.2	-0.3	2.8	i	-9.9	15.3	-7.7	-0.1	-1.1
Cc1ccnc(NC(=O)CNC(=O)C23CC4CC(CC(C4)C2)C3)c1
  0.6	-2.3	-11.4	i	1.4	-3.1	-4.3	-2.3	0.4
CC1=C([N+](=O)[O-])C(c2ccc(Cl)cc2)NC(=O)N1C (configuration not stated)
  -0.3	2.1	1.8	i	-9.1	5.8	8.7	-3.5	-0.6
COCCC(=O)N1CCC(Oc2ccc(C(=O)NC3CCCCC3)cc2)CC1
  0.6	-0.8	3.5	i	-9.5	4.2	-9.3	-0.8	-0.8
O=[N+]([O-])c1ccc2c(c1)Nc1nc3ccccc3nc1N2
  -24.1	-1.0	7.0	i	-22.4	-28.9	-6.4	-2.6	0.1
Cc1ccsc1C(=O)OCC(=O)Nc1cccc(F)c1
  7.4	1.7	-3.5	i	7.9	0.6	1.2	-2.0	-0.3
COc1ccc(Oc2nc3c(c(=O)n(C)c(=O)n3C)n2C)cc1
  -4.5	-0.6	-1.6	i	-4.2	1.1	-3.7	-0.1	0.4
CCCn1cnnc1CNC(=O)C1CCC(=O)N(CCc2cccc(F)c2)C1 (configuration not stated)
  0.5	2.9	3.7	i	1.6	-2.6	-5.0	-8.9	-0.3
CNNCc1ccc(C(=O)NC(C)C)cc1
  2.9	1.8	-1.7	i	-1.5	-12.4	-5.4	-10.0	1.7
COc1ccc(CCNC(=O)CSc2nc3c(sc(=S)n3-c3ccccc3)c(=O)[nH]2)cc1OC
  0.9	-1.4	1.1	i	-1.3	1.1	-5.0	-2.8	4.3
COc1ccc(NC(=O)C2CCCN2C(=O)NC2CCCCC2)cc1OC (configuration not stated)
  8.2	-0.7	0.2	i	3.2	5.7	0.9	3.4	-0.8
COc1cccc(N2CCN(C(=O)CCc3nnc4ccc(N5CCCC5)nn34)CC2)c1
  0.4	-2.7	-2.8	i	-7.1	-4.0	-1.6	-0.6	-0.7
O=S1(=O)CCO[C@H]2Cc3ccccc3[C@H]2N1Cc1cccc(F)c1
  6.2	-2.3	-1.4	i	-1.4	-6.0	4.1	-0.7	-0.1
Cc1csc(NC(=O)Cc2ccc(Br)cc2)n1
  -0.1	0.4	-0.7	i	-4.3	-4.7	4.1	-5.8	1.6
CC(=O)c1cccc(S(=O)(=O)N2CCN(c3nc4cc(C)cc(C)c4cc3C#N)CC2)c1
  -2.6	-5.4	10.7	+	6.6	-29.1	30.2	-3.6	0.4
Cc1cc(C)n2c(SCC(=O)N(CCC#N)c3ccc4c(c3)OCCO4)nnc2n1
  4.6	1.4	-6.3	i	-4.1	3.6	-2.5	-8.4	-0.6
CN(C)NC(=S)Nc1cccc(C(F)(F)F)c1
  4.6	0.2	-0.6	i	-2.4	-7.0	-9.4	-3.6	-1.0
O=C(NC1(Cc2ccccc2)CCN(CCc2cccs2)C1=O)c1ccccc1 (configuration not stated)
  -3.7	-0.3	-4.1	i	-9.2	-14.0	2.6	-1.1	0.5
CN(CC(=O)Nc1ccc(Cl)c(Cl)c1)C(=O)C1CCC1
  5.4	0.5	3.5	i	0.1	5.8	8.7	-2.5	0.0
Cc1ccc(S(=O)(=O)CCC(=O)OCC(=O)N2CCN(c3ccccc3)CC2)cc1
  2.1	-1.8	-0.3	i	2.9	3.2	-3.6	-2.7	0.1
Cc1ccc(S(=O)(=O)c2c(C)nn(C(C)(C)C)c2OC(=O)c2cccs2)cc1
  -1.9	-0.6	1.6	i	-2.7	1.6	26.2	-1.6	0.1
